# NCI-60 one-dose screen, 48 h, at 10 µM unless noted. Numbers give growth in % (100 = growth as untreated, 0 = no growth, -100 = all killed).
# HT29 = HT29 colon cancer; 81,000 compounds, 7.4% hits
# HCT-15 = HCT-15 colon cancer. 82,000 compounds, 5.2% hits. AID 1794746
# NCI-H522 = NCI-H522 lung cancer; 78,000 compounds, 8% hits; AID 1794739
# NCI-H226 = NCI-H226 lung cancer; 79,000 compounds, 3.5% hits
# NCI-H460 = NCI-H460 lung cancer. 82,000 compounds, 6.8% hits. AID 1794736
# COLO 205 = COLO 205 colon cancer | 79,000 compounds, 7.3% hits | AID 1794742
# NCI-H23 = NCI-H23 lung cancer; AID 1794731; 80,000 compounds, 4% hits
# SW-620 = SW-620 colon cancer. 82,000 compounds, 5.2% hits
# NCI-H322M = NCI-H322M lung cancer; 80,000 compounds, 2.7% hits; AID 1794733
# An asterisk follows results filed as active; / = not tested or not shown; & = joins results of further samples. Rule for the calls: active = growth percent below 10; inactive = the rest.
SMILES,HT29,HCT-15,NCI-H522,NCI-H226,NCI-H460,COLO 205,NCI-H23,SW-620,NCI-H322M
COc1ccc([C@H]2[C@H](C(=O)O)c3ccccc3C(=O)N2c2ccc(Oc3ccccc3)cc2)cc1,99,103,78,87,109,111,99,101,/
O=[N+]([O-])c1cc(Cl)ccc1Nc1ccccc1,/,121,103,102,113,127,101,111,134
COc1cccc(/C=C2\COc3ccc(O)cc3C2=O)c1OC,19,45,29,95,68,92,87,30,91
Cc1cc(-c2ccccc2)n2nc3[nH]c(=O)c(=O)n-3nc2c1C#N,100,104,91,93,107,108,94,96,98
CC(=O)OC12C=C(C)C(C3C(=O)OC(=O)C31)C(C)(C)C2 (stereo unspecified),109,99,90,103,112,115,105,106,122
FC(F)(F)c1nn(-c2ccccc2)c2c1-c1cc(Cl)ccc1CO2,94,85,91,98,109,118,97,100,99
Nc1cc(S(=O)(=O)O)cc2cc(S(=O)(=O)O)cc(S(=O)(=O)O)c12,104,107,/,110,104,110,104,112,92
Cc1[nH]c(C(=O)Nc2cc(C(N)=O)ccc2OC2CCNC2)c(Cl)c1Cl (stereo unspecified),111,99,95,89,89,95,85,86,84
CCCCCOC(=O)c1cccc(NC(=O)CNCC)c1,92,95,95,95,112,104,103,101,108
O=S(=O)(c1ccccc1)c1ccc(Cl)cc1,94,107,85,86,108,108,102,96,86
C(=NC1CCCCC1)c1ccccc1,109,94,/,101,109,116,109,97,109
O=C1/C(=C/c2ccc(Cl)cc2)SC(=S)N1CCc1ccc(O)cc1,117,100,-30*,96,99,110,90,101,99
COc1ccc(C2OC(Cn3nnnc3-c3ccccc3)=NN2C(C)=O)cc1 (stereo unspecified),102,108,99,95,108,113,99,110,99
CC(C)c1nc(-c2ccc(Cl)c(O)c2)c(-c2ccnc(NCCNS(=O)(=O)c3ccc(O)cc3)c2)s1,88,99,64,107,88,86,102,114,109
Cn1cc(-c2nc(-c3c[nH]c4ccncc34)cs2)c2cc(F)ccc21,-80*,-82*,-66*,58,-70*,-74*,-56*,-66*,-75*
COc1cc(CNC(=O)CCCC/C=C/C(C)C)ccc1OCc1cn(-c2cc(OC)c(OC)c(OC)c2)nn1,87,103,65,91,102,106,90,102,89
CN(C)c1ccc(C2(c3ccc(N(C)C)cc3)OC(=O)c3cc(N(C)C)ccc32)cc1,92&84,92&96,65&83,89&87,98&93,111&105,67&94,106&92,101&89
CCCCN(CCNc1cc(OC)cc2cccnc12)C1CCCC1,54,81,66,90,76,79,65,55,91
Cc1ccc(Cn2cc(COc3ccc4c5ccnc(C)c5n(CCCc5ccccc5)c4c3)nn2)cc1,72,86,66,99,103,92,84,90,91
CCCC/C(=C\C(=O)O)C(=O)O,106,102,/,98,112,119,104,105,89
Cc1[nH]c(/C=C/C(=O)c2ccc(C(F)(F)F)c(F)c2)c(C)c1C(=O)NCC(=O)NCC(F)(F)F,101&109,98&95,93&84,92&92,103&101,105&116,103&95,109&108,92&89
CCCC(=O)CC(C)=O.CCCC(=O)CC(C)=O.[Cu],95,105,91,/,107,97,97,106,99
CCC(=O)c1cc(-c2cc(C(=O)CC)[nH]n2)n[nH]1,106,104,109,91,123,114,100,112,106
CCCCC1COc2cccc3c(SCC(=O)N(C)c4ccc(OC)cc4)cc[n+]1c23 (stereo unspecified),115,98,102,103,115,111,103,108,103
Nc1ncnc2sc(-c3ccc(N4CCOCC4)nc3)c(-c3ccccc3)c12,95,83,52,84,88,101,94,111,91
# Later entries
SMILES,HT29,HCT-15,NCI-H522,NCI-H226,NCI-H460,COLO 205,NCI-H23,SW-620,NCI-H322M
O=C(O)c1ccc(-c2cccc(Oc3ccc4nnc(Cl)n4n3)c2)cc1,103,99,98,94,106,111,100,101,98
O=C(C[P+](c1ccccc1)(c1ccccc1)c1ccccc1)c1ccccc1,87,98,61,99,98,90,92,97,92
O=C(CBr)OCc1ccc([N+](=O)[O-])o1,104,94,/,104,92,100,97,83,132
O=C(N/N=C/c1c[nH]c2ccccc12)c1cn(C2CC2)c2cc(N3CCNCC3)c(F)cc2c1=O,111,102,108,100,109,115,112,105,108
Cc1nc(N)[nH]c(=O)c1CCCNc1ccc(CCCCC2(CCl)OCCO2)cc1,100&111,105&97,85,71&79,100&102,112&105,77&93,101,104&121
COc1ccc(Br)cc1C(c1cc(Br)ccc1OC)C(Cl)(Cl)Cl,89,86,87,85,98,99,90,90,109
COc1cc(NS(=O)(=O)c2ccc(NC3=C(Cl)C(=O)c4nc(C)ccc4C3=O)cc2)ncn1,112,94,69,83,105,125,89,99,89
O=C(O)COc1ccc(S(=O)(=O)c2ccc(OCC(=O)O)cc2)cc1,108,106,107,102,111,115,104,107,108
Cc1n[nH]c(=S)n1N,94,109,87,97,104,101,102,107,101
CCC1=C[C@]2(C3CC(=O)N(c4ccccc4)C3=O)CC(C(C)(C)C)C[C@@H]2[C@@H]2C(=O)N(c3ccccc3)C(=O)[C@H]12 (stereo partly specified),74,88,57,/,93,93,95,88,69
Fc1ccc(Nc2ncnc3onc(-c4ccccc4)c23)cc1,100,87,83,/,98,114,97,95,92
COc1ccc(/C=C2\Oc3cc(OCCN4CCC(Cc5ccccc5)CC4)ccc3C2=O)c(OC)c1,89,85,99,96,96,103,101,96,94
CCN1C(=N)N(c2ccccc2)C(=O)C(CC)(CC)C1=O,102,106,110,101,115,125,106,101,118
COc1ccc(C(=O)COc2ccc(/C=C3\Oc4ccc(OC)cc4C3=O)cc2)cc1,110,102,-30*,89,124,128,100,96,100
O=C(/C=C(O)/C=C/c1csc2ccccc12)/C=C/c1csc2ccccc12,111,103,96,107,104,116,91,105,102
CC(C)C(C(=O)O)n1c(O)c(/C=C2/C=c3cc4c(cc3=NC2=O)OCCO4)sc1=S (stereo unspecified),111,104,98,99,109,115,101,103,105
COc1nc2ccccc2cc1Cc1cc(-c2ccccc2)n[nH]c1=O,98,100,62,78,98,100,79,98,92
CCCCOc1nc(C)cc(C)c1C#N,106,103,93,98,102,105,94,98,99
CCCCCCNC(=O)Oc1ccc(/C(=C(/C)Cc2ccc(OC)cc2)c2ccc(OCCN3CCCC3)cc2)cc1,60,66,87,99,/,103,97,95,96
Nc1nc(/C(=C/CC(=O)O)C(=O)N[C@@H]2C(=O)N3C(C(=O)O)=CCS[C@H]23)cs1,103,99,106,102,113,110,86,109,104
Cc1ccc2c(n1)C(=O)C(Cl)=C(Nc1ccccc1C(F)(F)F)C2=O,110,90,94,98,101,106,92,86,100
Cc1ccc(NC(=O)Nc2ccc(Nc3ncnc4sc5c(c34)CCNC5)cc2)cc1Cl,93,104,65,87,92,89,90,87,92
O=C(O)c1cccc(=O)o1,92,98,82,98,107,112,106,101,109
CC1=NCCO1,101,100,99,91,107,103,106,122,98
Cc1cc(C)[n+](C)c(C)n1,110,102,106,103,92,115,102,100,111

# Among those listed so far, these have sulfur:
SMILES,HT29,HCT-15,NCI-H522,NCI-H226,NCI-H460,COLO 205,NCI-H23,SW-620,NCI-H322M
Nc1cc(S(=O)(=O)O)cc2cc(S(=O)(=O)O)cc(S(=O)(=O)O)c12,104,107,/,110,104,110,104,112,92
O=S(=O)(c1ccccc1)c1ccc(Cl)cc1,94,107,85,86,108,108,102,96,86
O=C1/C(=C/c2ccc(Cl)cc2)SC(=S)N1CCc1ccc(O)cc1,117,100,-30*,96,99,110,90,101,99
CC(C)c1nc(-c2ccc(Cl)c(O)c2)c(-c2ccnc(NCCNS(=O)(=O)c3ccc(O)cc3)c2)s1,88,99,64,107,88,86,102,114,109
Cn1cc(-c2nc(-c3c[nH]c4ccncc34)cs2)c2cc(F)ccc21,-80*,-82*,-66*,58,-70*,-74*,-56*,-66*,-75*
CCCCC1COc2cccc3c(SCC(=O)N(C)c4ccc(OC)cc4)cc[n+]1c23 (stereo unspecified),115,98,102,103,115,111,103,108,103
Nc1ncnc2sc(-c3ccc(N4CCOCC4)nc3)c(-c3ccccc3)c12,95,83,52,84,88,101,94,111,91
COc1cc(NS(=O)(=O)c2ccc(NC3=C(Cl)C(=O)c4nc(C)ccc4C3=O)cc2)ncn1,112,94,69,83,105,125,89,99,89
O=C(O)COc1ccc(S(=O)(=O)c2ccc(OCC(=O)O)cc2)cc1,108,106,107,102,111,115,104,107,108
Cc1n[nH]c(=S)n1N,94,109,87,97,104,101,102,107,101
O=C(/C=C(O)/C=C/c1csc2ccccc12)/C=C/c1csc2ccccc12,111,103,96,107,104,116,91,105,102
CC(C)C(C(=O)O)n1c(O)c(/C=C2/C=c3cc4c(cc3=NC2=O)OCCO4)sc1=S (stereo unspecified),111,104,98,99,109,115,101,103,105
Nc1nc(/C(=C/CC(=O)O)C(=O)N[C@@H]2C(=O)N3C(C(=O)O)=CCS[C@H]23)cs1,103,99,106,102,113,110,86,109,104
Cc1ccc(NC(=O)Nc2ccc(Nc3ncnc4sc5c(c34)CCNC5)cc2)cc1Cl,93,104,65,87,92,89,90,87,92

# Next part
SMILES,HT29,HCT-15,NCI-H522,NCI-H226,NCI-H460,COLO 205,NCI-H23,SW-620,NCI-H322M
COc1ccc(C2C(C#N)=C(N)Oc3c2sc2c(F)cccc32)cc1 (stereo unspecified),7.8*,24,6.5*,76,12,6.0*,35,25,50
COc1cc(/C=N/OC(=O)Nc2ccccc2)cc(OC)c1OC,104,112,86,96,109,107,107,108,92
O=C(O)/C=C/c1c2ccccc2cc2ccccc12,107,101,109,92,106,97,101,108,103
O=c1cc(I)[nH]c(=O)[nH]1,100,94,87,95,103,101,99,96,100
CCCCCCCCCCCCNC(=O)c1cccnc1,94,87,79,84,89,98,75,94,100
O=[N+]([O-])c1ccc2c(c1)Cc1cc(F)ccc1-2,96,97,104,99,106,107,105,96,96
COc1ccc(/C=C/C(=O)c2ccc(NC(=O)CSc3nnc(-c4ccc(-c5nc6ccc(Cl)cc6[nH]5)cc4)o3)cc2)cc1,104,106,87,97,111,111,81,110,102
COc1cc(-c2nc3sc(C4CC4)nn3c2-c2ccc(Cl)cc2)cc(OC)c1OC,88,94,70,94,101,101,96,96,96
COc1cc(/C=N\N=C\c2cc(OC)c(OC)c(OC)c2)cc(OC)c1OC,99,103,87,100,101,102,95,101,110
C[C@@]1([N+](=O)[O-])CC2C=CC1C2 (stereo partly specified),93,100,89,93,108,116,103,105,95
O=C(NCc1ccc(N2CCCC2=O)cc1)c1ccc2noc(-c3ccccc3)c2c1,61,77,49,69,84,87,44,78,81
OC(CNC1CCCCC1)Cn1c2ccc(I)cc2c2cc(I)ccc21 (stereo unspecified),96,66,68,/,70,104,77,80,76
OC(c1cc2cc(Cl)ccc2c2cc(C(F)(F)F)ccc12)C1CCCCN1 (stereo unspecified),-87*,-62*,-90*,-73*,-68*,-87*,-79*,-78*,-43*
O=C1/C(=C/c2cccc(O)c2O)SC(=S)N1CCCN1CCOCC1,87,50,35,88,99,98,99,81,/
O=c1sc2ccccc2n1CCCl,100,98,90,102,109,101,99,108,103
NS(=O)(=O)c1ccc(N/C=C/C(=O)c2cc3cc(Br)ccc3oc2=O)cc1,93,103,96,97,104,103,97,96,92
O=C(Nc1ccccc1)Nc1ccc([N+](=O)[O-])cc1,79,72,31,85,68,96,56,88,95
Cc1c(Cl)ccc2c1-n1cccc1C(C)C2 (stereo unspecified),108,101,95,/,106,113,112,106,86
CCCCOc1nc2cc(Cl)ccc2cc1/C=C/c1cc(/C=C/c2cc3ccc(Cl)cc3nc2OCCCC)[nH]n1,93,102,86,99,106,105,98,101,100
COc1ccc2c(c1)N=c1c-2cc2c(O)[nH]c(=S)n2c1=O,12,27,-9.9*,46,83,31,43,47,78
COc1ccc2c(=O)cc(C(Cl)(Cl)Cl)oc2c1,-42*,5.6*,-52*,-29*,-7.7*,-88*,-18*,-2.5*,-18*

# Full records, quoted from the list. Order of screens: HT29, HCT-15, NCI-H522, NCI-H226, NCI-H460, COLO 205, NCI-H23, SW-620, NCI-H322M
# Profile of `O=c1sc2ccccc2n1CCCl` = 100, 98, 90, 102, 109, 101, 99, 108, 103
# Profile of `COc1ccc(/C=C/C(=O)c2ccc(NC(=O)CSc3nnc(-c4ccc(-c5nc6ccc(Cl)cc6[nH]5)cc4)o3)cc2)cc1` = 104, 106, 87, 97, 111, 111, 81, 110, 102

# Screening results deposited in PubChem by NCI.
